TRPML3 ag: human TRPML3 channel agonists, primary screen, cell-based, HEK293 TRPML3-YFP, Fluo-8 calcium fluorescence, 3 µM | AID 1448, 2008 | Mucolipin-3 (Homo sapiens), Q8TDD5 | 100% = the carbachol control signal | activation, % at 3 µM | actives 0.29% (n = 220,000);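 active = activation above its plate's cutoff, the mean activation of the plate's test wells plus 3 SD, cut at about 12% in these data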;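 also: 0% = DMSO only wells and 100% = carbachol wells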
Target sequence (Q8TDD5 whole entry, looked up): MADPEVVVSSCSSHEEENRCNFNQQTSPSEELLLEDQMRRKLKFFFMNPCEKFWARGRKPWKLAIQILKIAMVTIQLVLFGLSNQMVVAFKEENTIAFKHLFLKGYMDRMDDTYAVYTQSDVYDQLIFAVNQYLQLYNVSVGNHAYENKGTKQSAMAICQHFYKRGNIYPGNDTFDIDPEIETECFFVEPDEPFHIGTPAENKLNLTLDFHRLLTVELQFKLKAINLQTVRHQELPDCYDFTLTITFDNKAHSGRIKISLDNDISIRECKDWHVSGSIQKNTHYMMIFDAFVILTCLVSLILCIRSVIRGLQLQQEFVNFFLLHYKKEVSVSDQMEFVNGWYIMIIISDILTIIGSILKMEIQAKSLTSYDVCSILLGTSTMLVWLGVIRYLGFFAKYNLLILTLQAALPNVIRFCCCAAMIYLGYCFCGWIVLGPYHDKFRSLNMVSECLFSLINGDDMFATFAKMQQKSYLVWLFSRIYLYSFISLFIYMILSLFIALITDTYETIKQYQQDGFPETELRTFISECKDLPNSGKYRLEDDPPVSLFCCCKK
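Material: TRPML3-YFP stable HEK293 cells | Dosing: One concentration, 3 µM nominal, 0.3% DMSO | Timing: 125 s total fluorescence read per well | Technique: Fluo-8 calcium dye fluorescence, ex 470-495, em 515-575 nm | Measure: Percent activation from peak-to-basal fluorescence ratio, scaled between DMSO and carbachol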
S1P4 agonist: S1P4 receptor agonists, primary screen, cell-based. AID 1509, 2009. S1P4-expressing cell line, agonist reporter assay. Sphingosine 1-phosphate receptor 4 (Homo sapiens), O95977. actives 0.35% (n = 220,000). activation, % at 4.98 µM; in the data active = activation above about 11%;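 also: 0% = DMSO vehicle and 100% = reference agonist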
NPY1 pot ag: NPY-Y1 receptor potentiators or agonists, primary screen, cell-based; NPY-Y1 expressing cells, potentiator/agonist activation; activation, % at 3.6 µM; actives 0.37% (n = 220,000); AID 1304, 2008; in the data active = activation above about 33%, passing the limit was not always enough;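 also: cells stimulated with NPY at EC10 then isoproterenol at EC100; 0% = low agonist plus stimulus and 100% = saturating agonist plus stimulus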
Target sequence (P25929 whole entry, looked up): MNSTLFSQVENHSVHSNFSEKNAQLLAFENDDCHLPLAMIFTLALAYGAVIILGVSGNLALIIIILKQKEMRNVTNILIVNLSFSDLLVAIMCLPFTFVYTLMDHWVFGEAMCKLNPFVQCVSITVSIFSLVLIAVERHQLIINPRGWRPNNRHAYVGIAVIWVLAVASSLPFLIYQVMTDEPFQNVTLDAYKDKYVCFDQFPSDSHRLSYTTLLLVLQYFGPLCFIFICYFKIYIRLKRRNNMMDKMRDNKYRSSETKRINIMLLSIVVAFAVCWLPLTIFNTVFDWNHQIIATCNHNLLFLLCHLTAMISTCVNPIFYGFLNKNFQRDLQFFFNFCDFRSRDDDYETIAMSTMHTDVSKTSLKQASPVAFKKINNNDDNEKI
EP2 mod: EP2 receptor modulators, cAMP readout, primary screen, cell-based, HTRF cAMP, PGE2 stimulation; actives 0.83% (n = 260,000); EP2-expressing cells, cAMP HTRF FRET, PGE2 co-stimulation; Prostaglandin E2 receptor EP2 subtype (Homo sapiens), P43116; induction, % at 25 µM;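 active = compounds whose cAMP rise, as percent of the full-agonist control response, exceeds 60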;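 also: rat C6 glioma line stably carrying human EP2 under a CMV promoter; the protocol text gives 20 µM as final concentration; 100% = response of wells given 1 µM PGE2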
NPY-Y1 antag: NPY-Y1 receptor antagonists, primary screen, cell-based; Neuropeptide Y receptor type 1 (Homo sapiens), P25929; HEK293-CNG Y1 cells, membrane potential fluorescence; NPY at EC95, then isoproterenol; inhibition, % at 3.6 µM; actives 1% (n = 200,000); AID 1040, 2008;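 active = inhibition above the campaign mean inhibition of all tested compounds plus 3 SD, cut at about 20% in these data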;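 also: 0% = DMSO wells given NPY plus isoproterenol and 100% = isoproterenol alone without NPY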
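Material: HEK293 Y1/CNG channel cell line; also added: NPY (25 nM), isoproterenol (1 µM), Ro 20-1724 (25 µM); doses: one concentration, 3.6 µM, in 0.4% DMSO; schedule: compound incubation 1 h at room temperature, readout 45 min post-stimulation; technique: membrane potential fluorescence; measure: fluorescence ratio normalized to % inhibition between controls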
zfTRPN1 agonist: zebrafish TRPN1 channel agonists, primary screen, cell-based, HEK293, calcium fluorescence; transient receptor potential cation channel N1 (TRPN1/NompC), Danio rerio; HEK293 zebrafish TRPN1-YFP, Fluo-8 calcium fluorescence; 100% = response to 87 µM carbachol; activation, % at 3 µM; actives 0.18% (n = 220,000);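 active = activation above its plate's cutoff, the mean activation of test wells on that plate plus 3 SD, cut at about 19% in these data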;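 also: 0% = DMSO alone and 100% = 87 µM carbachol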
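Material – zebrafish TRPN1-YFP in HEK293 cells · Doses – 3 µM single point · Schedule – dye 1 h 37 °C plus 30 min RT · Signal – Fluo-8 calcium fluorescence, excitation 470-495 nm, emission 515-575 nm · Read-out – % activation versus carbachol response · Control set – carbachol high, DMSO low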
S1P4 antagonist: S1P4 receptor antagonists, primary screen, cell-based; S1P4-expressing cells, antagonist mode, reporter read-out; Sphingosine 1-phosphate receptor 4 (Homo sapiens), O95977; AID 1510, 2009; actives 0.26% (n = 220,000); inhibition, % at 4.98 µM; in the data active = inhibition above about 29%;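 also: 0% = wells stimulated with agonist and 100% = vehicle wells without agonist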
CHOP inhibitor: inhibitors of CHOP promoter induction, primary screen, cell-based, unfolded protein response, luciferase reporter | CHO-K1 CHOP-promoter luciferase, tunicamycin-induced, 15-18 h | inhibition, % at 10 µM | actives 3.8% (n = 220,000) | AID 2732, 2010;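 active = compounds that reduced the stress-induced luciferase reporter signal by more than about 70% of percent inhibition, limit read from the data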;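 also: 0% = tunicamycin plus vehicle and 100% = wells without tunicamycin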
NPY2 pot ag: NPY-Y2 potentiators or agonists, primary screen, cell-based; cells expressing NPY-Y2, potentiator/agonist read-out; activation, % at 3.6 µM; actives 0.45% (n = 220,000); in the data active = activation above about 27%;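 also: cells stimulated with NPY near EC25 plus isoproterenol at EC100; 0% = vehicle plus submaximal agonist and 100% = vehicle plus saturating agonist; some results beyond the cut were filed as inactive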
An asterisk follows results filed as active; . = no result given; & = joins results of further samples.

[1] Cn1c(C(=O)N2CCN(Cc3ccc4c(c3)OCO4)CC2)cc2c(=O)n(C)c3ccccc3c21
[2] CCn1c(CNC(=O)c2ccccc2)nc2ccccc21
[3] O=C(NCc1ccc(Cl)cc1)c1csc(-c2cccnc2)n1
[4] O=S(=O)(Nc1cc(Cl)ccc1N1CCCCC1)c1cccs1
[5] COc1ccc(C)cc1NC(=O)CN(c1ccccc1F)S(C)(=O)=O
[6] Cc1ccc(N(Cc2cc3ccc(C)cc3[nH]c2=O)C(=O)c2cccs2)cc1
Assay by compound,1,2,3,4,5,6
TRPML3 ag,0.0,-0.3,-0.1,1.7,-1.2,0.5
S1P4 agonist,-1.8,-1.8,-1.2,1.8,0.7,0.7
NPY1 pot ag,-16,-11,-18,7,-11,7
EP2 mod,-2,.,-8,45,-4,26
NPY-Y1 antag,4,1,.,6,-5,.
zfTRPN1 agonist,-1.0,0.1,0.6,-0.7,0.0,2.4
S1P4 antagonist,-6,4,10,-9,9,5
CHOP inhibitor,25,.,22,53,-4,48
NPY2 pot ag,-15,14,-16,0,-26,-4

Compounds listed so far with a halogen:
[3] O=C(NCc1ccc(Cl)cc1)c1csc(-c2cccnc2)n1
[4] O=S(=O)(Nc1cc(Cl)ccc1N1CCCCC1)c1cccs1
[5] COc1ccc(C)cc1NC(=O)CN(c1ccccc1F)S(C)(=O)=O
Assay by compound,3,4,5
TRPML3 ag,-0.1,1.7,-1.2
S1P4 agonist,-1.2,1.8,0.7
NPY1 pot ag,-18,7,-11
EP2 mod,-8,45,-4
NPY-Y1 antag,.,6,-5
zfTRPN1 agonist,0.6,-0.7,0.0
S1P4 antagonist,10,-9,9
CHOP inhibitor,22,53,-4
NPY2 pot ag,-16,0,-26

Remaining list, next part
[7] Cc1nonc1OCCN1CCN(c2ccccc2[N+](=O)[O-])CC1
[8] CCc1cc2c(=O)n(-c3ccccc3)c(=S)[nH]c2s1
[9] Cc1cccc(NC(=S)N2CCN(c3ccc(F)cc3)CC2)c1
[10] COc1cc(NC(=O)COC(=O)/C=C/c2ccccc2Cl)cc(OC)c1
[11] COCCCNC(=O)c1ccc(N2CCOCC2)c(NS(=O)(=O)c2ccc(OC)cc2)c1
[12] COc1ccccc1NC1=C(N2CCCCC2)C(=O)c2ccccc2C1=O
Assay by compound,7,8,9,10,11,12
TRPML3 ag,0.4,0.7,0.1,0.9,0.5,-0.4
S1P4 agonist,0.7,-1.3,-3.3,-1.4,-0.7,0.8
NPY1 pot ag,-9,-5,12,13,-32,-16
EP2 mod,-2,28,-102,-69,3,7
NPY-Y1 antag,3,0,-5,-3,0,-1
zfTRPN1 agonist,0.5,0.6,1.1,0.3,-0.2,-0.4
S1P4 antagonist,-6,-8,2,-6,-18,-10
CHOP inhibitor,17,7,15,28,-13,-9
NPY2 pot ag,-7,-3,12,5,1,-15

[13] CCCCC(=O)Nc1ccc(C(=O)NCCc2ccc(S(N)(=O)=O)cc2)cc1
[14] Fc1cccc(CO/N=C/c2c(-c3ccccc3)nc3ccc(Cl)cn23)c1
[15] O=c1[nH]c(NCc2ccccc2)nc2c1CCC2
[16] Cn1cnnc1SCC(=O)NC(=O)NC1CCCC1
[17] COCCN(C(=O)C1CC1)c1nnc(-c2cccc(C)c2)s1
[18] Cc1onc(-c2c(F)cccc2Cl)c1C(=O)NCCN1CCNC1=O
Assay by compound,13,14,15,16,17,18
TRPML3 ag,0.5,-0.1,-0.8,0.9,0.2,0.5
S1P4 agonist,0.1,1.0,0.3,1.2,0.1,3.1
NPY1 pot ag,-2,-6,22,7,18,-8
EP2 mod,-14,40,1,-10,-16,-10
NPY-Y1 antag,-3,0,-1,3,-4,.
zfTRPN1 agonist,-0.1,-1.1,-1.1,1.4,-1.2,1.6
S1P4 antagonist,-28,-1,-5,-36,-5,-8
CHOP inhibitor,-3,-2,10,22,43,14
NPY2 pot ag,-8,13,21,16,0,3

Single records, from the list above:
Listed for CCCCC(=O)Nc1ccc(C(=O)NCCc2ccc(S(N)(=O)=O)cc2)cc1 : TRPML3 ag = 0.5; S1P4 agonist = 0.1; NPY1 pot ag = -2; EP2 mod = -14; NPY-Y1 antag = -3; zfTRPN1 agonist = -0.1; S1P4 antagonist = -28; CHOP inhibitor = -3; NPY2 pot ag = -8
Listed for CCc1cc2c(=O)n(-c3ccccc3)c(=S)[nH]c2s1 : TRPML3 ag = 0.7; S1P4 agonist = -1.3; NPY1 pot ag = -5; EP2 mod = 28; NPY-Y1 antag = 0; zfTRPN1 agonist = 0.6; S1P4 antagonist = -8; CHOP inhibitor = 7; NPY2 pot ag = -3
Listed for O=c1[nH]c(NCc2ccccc2)nc2c1CCC2 : TRPML3 ag = -0.8; S1P4 agonist = 0.3; NPY1 pot ag = 22; EP2 mod = 1; NPY-Y1 antag = -1; zfTRPN1 agonist = -1.1; S1P4 antagonist = -5; CHOP inhibitor = 10; NPY2 pot ag = 21

(further entries)
[19] Cc1nc2ccc(S(=O)(=O)NCC(=O)NCc3ccc4c(c3)OCO4)cc2s1
[20] COc1ccc(NS(=O)(=O)c2ccc(C)cc2)c([N+](=O)[O-])c1
[21] Cc1cc(/C=N/NC(=O)c2cccc([N+](=O)[O-])c2)c(C)n1-c1ccc(Cl)cc1Cl
[22] O=C(NCc1cccnc1)c1ccc(CN2CCc3ccccc3C2)cc1
[23] CCn1c(C)cc(/C=C2/NC(=O)N(Cc3ccccc3F)C2=O)c1C
[24] CC(C)Nc1nc(NC(C)(C)C)nc(Oc2ccc(=O)n(C)n2)n1
Assay by compound,19,20,21,22,23,24
TRPML3 ag,-0.4,-0.6,-1.0,1.7,0.6,0.7
S1P4 agonist,1.9,-0.8,0.3,2.2,-0.1,-0.4
NPY1 pot ag,-11,8,2,4,-8,9
EP2 mod,10,-12,6,-3,-9,-23
NPY-Y1 antag,2,.,-1,0,2,0
zfTRPN1 agonist,0.0,-2.2,-1.9,3.0,1.3,1.2
S1P4 antagonist,-11,8,-4,-27,-10,-7
CHOP inhibitor,14,6,31,3,21,-9
NPY2 pot ag,-16,2,-7,0,6,-3

[25] CC(=O)N1CCCc2cc(S(=O)(=O)CCC(=O)N3CCN(c4ccccc4)CC3)ccc21
[26] C=CCn1c(COc2ccccc2)nnc1SCC(=O)N/N=C/c1cc(Cl)ccc1O
[27] CC(C)(C)n1nnnc1C(c1cccnc1)N(Cc1ccccc1)Cc1cccs1 (stereo not given)
[28] Clc1ccc(-c2nc3ncccn3c2Nc2ccc3c(c2)OCCO3)cc1
[29] S=C(Nc1ccccc1)Nn1cnnc1
[30] CC(C)OC(=O)C1=C2SCC(=O)N2C(N)=C(C#N)C1
Assay by compound,25,26,27,28,29,30
TRPML3 ag,0.2,0.2,7.2,1.1,0.8,1.3
S1P4 agonist,-0.2,-1.6,0.8,1.0,0.3,-0.6
NPY1 pot ag,-7,7,7,-1,8,-18
EP2 mod,-11,8,20,-19,-5,-3
NPY-Y1 antag,5,8,21*,9,0,0
zfTRPN1 agonist,1.0,0.8,-2.0,0.1,0.6,0.9
S1P4 antagonist,-27,-17,-4,-11,-12,-29
CHOP inhibitor,24,10,42,12,20,-11
NPY2 pot ag,3,1,-9,10,4,-4

[31] CNC(=O)CN1C(=O)c2ccccc2S1(=O)=O
[32] COc1ccc(N2CCN(C(=O)c3ccc(COc4ccc5c(C)cc(=O)oc5c4)cc3)CC2)cc1
[33] Cc1cc(=O)oc2cc(OC(C)C(=O)Nc3nccs3)ccc12 (stereo not given)
[34] O=C(NCCCN1CCOCC1)c1ccc(Sc2ccccc2Cl)c([N+](=O)[O-])c1
[35] Cc1cc2n(n1)C(c1ccccc1)CC(c1ccc(Br)cc1)=N2 (stereo not given)
[36] Cc1cccc(Nc2n[nH]c(=S)s2)c1C
Assay by compound,31,32,33,34,35,36
TRPML3 ag,1.1,0.8,0.6,0.4,2.0,-0.2
S1P4 agonist,1.7,2.2,0.2,0.1,-3.9,-0.3
NPY1 pot ag,-2,11,-17,-6,4,-21
EP2 mod,10,11,-60,-49,22,3
NPY-Y1 antag,-3,-4,1,5,-1,10
zfTRPN1 agonist,1.8,0.2,-0.3,-2.2,5.9,1.4
S1P4 antagonist,-8,-7,13,-22,-9,4
CHOP inhibitor,30,7,4,33,21,27
NPY2 pot ag,9,4,-6,2,1,-11

[37] O=C(COc1ccccc1Cl)Nc1cccnc1
[38] CCn1c(SC)nnc1-c1sc2cc(Cl)ccc2c1Cl
[39] CCOc1ccc(CCNc2nc3c(c(=O)n(C)c(=O)n3C)n2CC)cc1OCC
[40] Nc1nc(-c2ccc3c(c2)CCCC3)cs1
[41] COc1ccc(C(=O)NCC(=O)OCC(=O)NC(=O)NC2CCCCC2)cc1OC
[42] CN(CC(O)CON=C1c2ccccc2-c2ccccc21)S(=O)(=O)c1ccc(Br)cc1 (stereo not given)
Assay by compound,37,38,39,40,41,42
TRPML3 ag,0.5,-0.9,-0.1,-0.1,0.4,0.8
S1P4 agonist,-1.1,4.7,1.8,-0.4,-2.2,-0.9
NPY1 pot ag,16,5,-11,8,11,9
EP2 mod,-21&-3,12,17,-41,16,4
NPY-Y1 antag,0,7,0,2,2,10
zfTRPN1 agonist,0.5,-1.9,-0.3,0.2,0.8,0.3
S1P4 antagonist,-10,2,-10,-12,-1,-1
CHOP inhibitor,2,66,54,48,-28,17
NPY2 pot ag,-3,-9,8,-8,-9,-5

[43] COc1ccc(NC(=O)CN2CCN(c3ccccc3)CC2)cc1
[44] O=C(NCCc1ccccc1)C1CCCN1C(=O)NCc1ccccc1 (stereo not given)
[45] COc1ccc(OC2C(=O)N(c3ccc(C)c(C)c3)C2c2ccc(OC)c(OC)c2)cc1 (stereo not given)
[46] CC1(C)NC(=O)N(CCOCCOc2ccccc2-c2ccccc2)C1=O
[47] CCn1cc(C(=O)NCCCN2CCCC2)c(=O)c2cc(S(=O)(=O)N3CCc4ccccc4C3)ccc21
[48] CCOC(=O)N/N=C/c1ccc(F)cc1
Assay by compound,43,44,45,46,47,48
TRPML3 ag,0.3,-0.5,0.7,0.1,0.0,0.8
S1P4 agonist,-1.5,2.3,0.0,0.3,-0.5,1.0
NPY1 pot ag,-3,11,5,28,3,-11
EP2 mod,3,20,27,-10,-17,-11
NPY-Y1 antag,3,-1,5,6,5,-3
zfTRPN1 agonist,-0.8,0.1,1.1,-1.4,-0.6,1.0
S1P4 antagonist,12,-14,-9,6,-4,0
CHOP inhibitor,-3,22,7,-3,22,-32
NPY2 pot ag,2,-5,-5,17,-9,3
